Screening results from PubChem.
Vif-APOBEC3G blk – Vif-A3G binding inhibition; Q9HC16; HeLa A3G-eYFP + Vif (tagged APOBEC3G with the HIV-1 protein that degrades it), YFP fluorescence, overnight; Potency, µM (series often up to 46.1 µM), without a hit: top-dose activity, negative = active, most hits filed as inhibitors; hit rate 0.076% among 410,000; AID 602310;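 note: % is set by controls: 0 for no effect and ±100 for the full control effect; nearly all actives have a fitted effect of over 60% in size; hits raise eYFP signal because A3G escapes Vif-driven loss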
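HeLa cells stably expressing Vif and C-terminally eYFP-tagged A3G, seeded overnight at 37 deg C, then exposed to compound by pintool overnight at 37 deg C. Rise in yellow fluorescence (Ex 488/Em 500-530, Acumen) marks blocked Vif-driven A3G degradation.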
ALOX12 inh – blocks human arachidonate 12S-lipoxygenase; purified 12hLO, xylenol orange hydroperoxide absorbance; Potency, µM (top dose mostly 108 µM), without a hit: at the top dose activity change, negative = inhibition, hits mostly inhibitors; hit rate 1.1% among 580,000; AID 1671190; note: % is set by controls: 0 for no effect and ±100 for the full control effect
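Purified human 12hLO (150 nM final) in 25 mM Hepes, 0.01% Triton X-100, pH 7.0 was preincubated 15 min at room temperature with compound. Then 40 uM arachidonic acid was added, 30 min. Hydroperoxide was read by Fe-XO absorbance ratio 573/405 nm.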
Vif-APOBEC3F blk – Vif-A3F binding inhibition; hit rate 0.2% among 390,000; Potency, µM (doses to about 46.1 µM), without a hit: at the highest dose activity, negative = active; HeLa A3F-eYFP + Vif (tagged APOBEC3F with the HIV-1 protein that degrades it), YFP fluorescence increase; note: % of control where 0% means no effect; nearly all actives have a fitted effect of over 65% in size
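Fluorescence increase (Ex 488/Em 500-530) after overnight compound treatment at 37 deg C flags inhibition of Vif-driven A3F-eYFP loss in stable HeLa A3F-eYFP/Vif cells seeded overnight beforehand.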
TrxR1 substrate – is turned over as a substrate by rat TrxR1; O89049; purified TrxR1 substrate turnover, NADPH consumption readout; Potency, µM (highest dose often 114 µM), without a hit: at the highest dose activity change, negative = substrate turnover; hit rate 0.01% among 390,000; note: % is set by controls: 0 for no effect and ±100 for the full control effect; nearly all actives have a fitted effect of over 50% in size
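Rat TrxR1, dispensed at 90 nM, was prereduced with 400 uM NADPH (final) for 5 min at ~22 deg C, then incubated with compound 15 min before 400 uM selenite. A first-read NADPH fluorescence drop versus no-compound background flagged substrates.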
mIDH1 inhibitor – human IDH1 R132H inhibition. hit rate 0.093% among 390,000. IDH1-R132H enzyme, NADPH consumption, diaphorase/resazurin fluorescence. AID 602179. Potency, µM (doses to about 76.6 µM), inactives show at the highest dose activity change, negative = inhibition, actives largely listed as inhibitors; note: % is set by controls: 0 for no effect and ±100 for the full control effect; nearly all actives have a fitted effect of over 65% in size
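IDH1-R132H (0.5 ug/mL dispensed) in pH 7.5 Tris buffer was preincubated 30 min with compound, then given a substrate mix of 0.016 mM NADPH and 2 mM alpha-KG for 80 min at room temperature; remaining NADPH was read by diaphorase/resazurin fluorescence.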
USP1-UAF1 inh – USP1/UAF1 (human) deubiquitinase inhibition | Potency, µM (top dose mostly 57.1 µM), without a hit: at the highest dose activity change, negative = inhibition, hits mostly inhibitors | hit rate 0.23% among 390,000 | recombinant USP1/UAF1, Ub-Rhodamine cleavage fluorescence; note: % is set by controls: 0 for no effect and ±100 for the full control effect; nearly all actives have a fitted effect of over 60% in size; inactives centre near -12
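USP1/UAF1 complex at 1 nM was preincubated with compound for 15 min at room temperature, then Ub-Rho substrate (150nM final) was added. Fluorescence (480/540 nm) was read kinetically, 6 reads every 60 seconds.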
rTrxR1 inhibitor – blocks rat thioredoxin reductase 1; O89049; AID 588453; recombinant rTrxR1, NADPH fluorescence consumption, selenite substrate; Potency, µM (top dose mostly 114 µM), without a hit: at the highest dose activity change, negative = inhibition, actives largely listed as inhibitors; hit rate 1% among 390,000; note: % is set by controls: 0 for no effect and ±100 for the full control effect; nearly all actives have a fitted effect of over 65% in size
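Rat TrxR1 (90 nM in the dispensed reagent) was pre-reduced with 400 uM NADPH for 5 min at room temperature, then incubated with compound for 15 min. After 400 uM selenite was added, NADPH fluorescence (Ex 340/Em 450 nm) was followed for 8 min.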
RGS4 inh – inhibitors of human regulator of G protein signaling 4; Potency, µM (titrated, usually from 114 µM), without a hit: at the top dose activity change, negative = inhibition, most hits filed as inhibitors; P49798; Transcreener GDP fluorescence polarization, RGS4-accelerated GTP hydrolysis; AID 504845; hit rate 0.039% among 390,000; note: % is set by controls: 0 for no effect and ±100 for the full control effect; nearly all actives have a fitted effect of over 75% in size; some results filed as inactive show a strong effect at the top dose
Target sequence (P49798 whole entry, looked up): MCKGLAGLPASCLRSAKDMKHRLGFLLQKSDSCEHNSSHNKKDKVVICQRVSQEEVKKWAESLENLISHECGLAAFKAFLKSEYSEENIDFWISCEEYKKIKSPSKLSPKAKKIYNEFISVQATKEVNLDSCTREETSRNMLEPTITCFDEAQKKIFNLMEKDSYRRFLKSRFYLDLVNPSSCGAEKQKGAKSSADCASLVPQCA
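MLSMR compounds (23 nl, pin-transferred) preincubated 10 min at room temperature with a 500nM (2x) first reagent, then RGS4 at 900nM (2x) plus Transcreener GDP mix added; fluorescence polarization (620/688 nm) read before and after 90 min at 30 °C.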
RXFP1 agonist – agonists of human relaxin receptor RXFP1. Q9HBX9. HEK293T-RXFP1 cAMP TR-FRET, 30 min; response scale: percent of porcine relaxin response, buffer zero. Potency, µM (doses to about 57.5 µM), for the others: at the top dose activation, hits mostly activators. hit rate 0.3% among 370,000. AID 2676; note: % is set by controls: 0 for no effect and ±100 for the full control effect; nearly all actives have a fitted effect of over 60% in size; many of its hits are not listed in these tables
Target sequence (Q9HBX9 whole entry, looked up): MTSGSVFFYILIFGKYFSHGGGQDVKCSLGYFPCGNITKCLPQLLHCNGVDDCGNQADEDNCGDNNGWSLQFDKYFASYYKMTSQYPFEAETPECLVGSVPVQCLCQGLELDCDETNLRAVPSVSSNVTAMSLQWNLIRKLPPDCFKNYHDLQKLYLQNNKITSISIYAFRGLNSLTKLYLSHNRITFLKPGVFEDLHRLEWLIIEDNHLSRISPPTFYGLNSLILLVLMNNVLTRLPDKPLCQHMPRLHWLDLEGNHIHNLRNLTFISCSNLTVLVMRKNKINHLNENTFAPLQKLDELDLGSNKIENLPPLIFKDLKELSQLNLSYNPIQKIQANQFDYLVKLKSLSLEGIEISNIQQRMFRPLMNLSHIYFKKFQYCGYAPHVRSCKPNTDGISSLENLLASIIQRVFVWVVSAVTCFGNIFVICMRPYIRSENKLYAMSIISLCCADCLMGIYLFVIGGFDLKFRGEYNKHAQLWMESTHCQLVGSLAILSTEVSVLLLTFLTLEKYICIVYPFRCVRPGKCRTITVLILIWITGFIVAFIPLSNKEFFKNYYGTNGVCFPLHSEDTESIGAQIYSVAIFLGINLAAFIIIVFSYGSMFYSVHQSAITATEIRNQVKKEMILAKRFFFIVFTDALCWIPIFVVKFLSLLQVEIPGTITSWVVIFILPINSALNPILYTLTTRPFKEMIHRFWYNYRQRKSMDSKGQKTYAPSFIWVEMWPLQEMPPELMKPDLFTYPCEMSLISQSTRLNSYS
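Agonist response is measured as cAMP accumulation in an RXFP1-transfected HEK293T line under PDE4 inhibition. Values are scaled between buffer-only and 29 nM porcine relaxin, and EC50s come from standard Hill equation fits.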
The depositor's hits bear a star; ? = inconclusive; . = no result given; & = joins results of further samples; [ ] = remark or other dose. Calls come from the whole dose curve; as a rule, active = well fitted curve in the direction sought with a large enough effect; inconclusive = small, poorly fitted or top-dose-only effect, or another doubt; inactive = no such curve, though single readings can be large; an effect the other way counts as inactive or inconclusive. Potency is the fitted concentration of half-maximal effect. The list is partial; count on the stated rates, not on these rows.

Every second line gives: Vif-APOBEC3G blk | ALOX12 inh | Vif-APOBEC3F blk | TrxR1 substrate | mIDH1 inhibitor | USP1-UAF1 inh | rTrxR1 inhibitor | RGS4 inh | RXFP1 agonist
- O=C(Nc1ccccc1Cl)c1cc(S(=O)(=O)N2CCC3(CC2)OCCO3)ccc1F
 : 2%&1% | 0%&-8% | -4%&0% | 4%[57.1 µM] | 7%&9% | -19%&-22% | 18%[57.1 µM] | 8% | -1.6%
- Cc1cc(C)cc(OCC(=O)OCCN2C(=O)c3ccccc3C2=O)c1
 : -2% | ? | 8% | 13%[57.1 µM] | 4% | -4% | 29%[57.1 µM] | 1% | -0.1%
- Cn1c(N)c(C(=O)COC(=O)CCc2c[nH]c3ccccc23)c(=O)n(C)c1=O
 : -1% | 0% | 0% | 9% | 7% | -11% | 10%[57.1 µM] | -3% | 7.6%
- CCN(CC)CCN(C)c1ccc(N2C(=O)C3CC=CCC3C2=O)cc1[N+](=O)[O-] (stereo not given)
 : -7% | -15% | 3% | 9% | 12% | -22% | 15% | 14% | -2.1%
- O=C1c2ccccc2NC(c2cccc(Cl)c2)N1N=C1CCCCCC1 (stereo not given)
 : 1% | -15% | 5% | 69%[activator] | 1% | -16% | 15% | -8% | -0.2%
- CCOC(=O)c1[nH]c2ccc(OC)cc2c1NC(=O)CCN1CCSCC1
 : -3% | 10% | -13% | 120%[activator] | 8% | -4% | -16% | 14% | 4.5%
- Cc1cc(NS(=O)(=O)c2ccccc2)no1
 : 0% | 11% | -3% | 0% | 2% | -18% | 8% | -4% | -0.2%
- O=C(Nc1ccc(Cl)c(Cl)c1)c1ccc2c(c1)OCO2
 : 0% | 0% | 0% | -8% | -2% | -7% | -2% | 12% | 2.0%
- Cc1cc(=O)[nH]c2c(C)cc(S(=O)(=O)NCc3ccccc3)cc12
 : 0% | -6% | 6% | 4% | 4% | -9% | 12% | -8% | -0.5%
- CCCN(CCC)CCNC(=O)Cn1cnc2sc(C)c(S(=O)(=O)N3CCOCC3)c2c1=O
 : 1% | 0% | -2% | 17%[57.1 µM] | 13% | -15% | 9%[57.1 µM] | -8% | .
- COc1cccc(NC(=O)CN(C)C(=O)CSc2ncnc3sc(C)c(C)c23)c1
 : -1% | -7% | -7% | -2% | 8% | -19% | 4% | -17% | 1.8%
- O=C(NC1CCC1)C1CCC(=O)N(Cc2ccccc2F)C1 (stereo not given)
 : 0% | 3% | 6% | -3% | -8% | -22% | 12% | 27% | -0.6%
- CSc1ncc(C(=O)NCc2ccc(F)cc2)c(-c2ccccc2)n1
 : 2% | -6% | -6% | 2% | 27% | -23% | 10% | -6% | ?
- CCOC(=O)C1(C)C(=O)CC2c3nc4ccccc4cc3CN2C1=O (stereo not given)
 : 1% | -6% | 1% | . | -14% | -13% | . | . | .
- O=C(O)/C=C/c1ccc(S(=O)(=O)Nc2cccnc2)cc1
 : 4% | 9% | 12% | -10%[57.1 µM] | 19% | -5% | -4%[57.1 µM] | 27% | 0.0%
- Cc1nc2ccc(C(=O)N3CCCC(CO)(Cc4ccc(F)cc4F)C3)cc2nc1C (stereo not given)
 : -1% | 17% | -9% | 1% | 4% | -16% | 5% | -25% | -2.3%
- COc1ccc(S(=O)(=O)N2CCN(Cc3ccccc3)CC2)cc1
 : -2% | 16% | 2% | -3% | 15% | -1% | 12% | 8% | 0.2%
- CC(=O)Nc1cccc(OCC(O)Cn2c(C)nc3ccccc32)c1 (stereo not given)
 : -1% | -25% | 2% | 5% | -2% | -5% | 13% | 11% | 1.2%
- Cc1ccc(/C=N/NC(=O)CNC(=O)c2ccc(S(=O)(=O)N(C)C)cc2)cc1
 : 4% | -10% | 0% | 3%[57.1 µM] | -3% | -27% | 8%[57.1 µM] | 28% | 0.3%
- CC(Oc1ccc(C(=O)c2ccccc2)cc1)C(=O)Nc1ccc(S(N)(=O)=O)cc1 (stereo not given)
 : -3% | -24% | 0% | -10% | 2% | -22% | -2% | -12% | 3.3%
- CC/C(=C/c1sc2ccccc2[n+]1CC)SC
 : -2% | 1% | -2% | -11% | 3% | -18% | 0% | ? | 0.6%
- CC(C)(C)NC(=O)C(c1cccs1)N(Cc1ccc(F)cc1)C(=O)c1csnn1 (stereo not given)
 : 0% | -7% | 7% | 4% | 2% | -17% | 13%[57.1 µM] | -22% | -2.0%
- Cc1ccc(F)cc1NCC(=O)Nc1ccc(Br)cc1
 : 0% | -30% | -14% | -12% | 0% | -25% | -6% | 1% | -0.3%
- CCCCN(C(=O)CN1CC(C)OC(C)C1)c1c(N)n(CC(C)C)c(=O)[nH]c1=O (stereo not given)
 : 0% | -1% | -15% | -8% | 1% | -5% | 6%[57.1 µM] | 4% | -0.5%
- CCc1c(-c2ccccc2)nc2ccccc2c1C(=O)NC(C)c1ccccc1 (stereo not given)
 : -7% | -26% | -3% | -2%[57.1 µM] | -10% | -34% | 7%[57.1 µM] | 25% | -1.4%
- C=Cc1ccc(Cn2c(=O)n(-c3cccc(C)c3)c(=O)c3c2c2cc(C)ccc2n3C)cc1
 : -1% | -27% | -3% | 41%[activator] | 9% | -4% | 78%[activator] | 21% | -0.1%
- c1ccc(CCn2cnc3ccccc32)cc1
 : -3% | 2% | 0% | 2% | 15% | -12% | 20% | -3% | 0.1%
- CC1(C(=O)CSc2nc3ccccc3[nH]2)CCC(=O)O1 (stereo not given)
 : 2% | -1% | 2% | 9%[57.1 µM] | -1% | -18% | 12%[57.1 µM] | 0% | 2.4%
- COc1cc(C(=O)N2CCN(c3ccccn3)CC2)cc(OC)c1OC
 : 2% | 0% | 11% | 6% | -5% | -22% | 16% | 9% | -1.6%
- CN(CC(CC(=O)Nc1nncs1)c1ccccc1)S(=O)(=O)c1ccccc1 (stereo not given)
 : 0% | 9%[57.4 µM] | -2% | -3% | -12% | -7% | -4% | 25% | 2.3%
- COc1ccc(/C=C/C2=CC(C)(C)NC(=S)N2)cc1OC
 : -14% | ? | -27% | 1% | -6% | -7% | ? | -22% | 1.7%
- CCOc1cc2c(cc1OCC)C(c1ccc(OC)c(OC)c1)N(c1ccc(C(=O)O)cc1)C(=O)C2 (stereo not given)
 : -1% | 1% | 14% | 4%[57.1 µM] | 0% | -3% | 0%[57.1 µM] | 9% | 1.3%
- Oc1oc(-c2ccccc2)nc1/C=N/c1ccccn1
 : 5% | -7% | -11% | 6%[57.1 µM] | 6% | 0% | 8%[57.1 µM] | 19% | 1.9%
- Cc1nc2sc(C(c3ccco3)N3CCN(c4ccc(F)cc4)CC3)c(O)n2n1 (stereo not given)
 : 1% | -8% | 1% | 1%[57.1 µM] | 1% | -13% | 2%[57.1 µM] | -7% | -3.0%
- COc1cc(-c2nc3cnccn3c2Nc2ccc(C(C)C)cc2)ccc1O
 : 7%&-15% | 4% | 8%&-2% | 4%&11% | -10%&-2% | -8%&-22% | 16%&27% | 10%&4% | 11%&6.6%
- Cc1cc(Nc2c(C#N)c(N)nn2C)ccc1F
 : 4% | 0% | 1% | 4% | 0% | 2% | 19% | 19% | -2.0%
- O=C(NCC1CCCO1)c1cccc(C(=O)NCC2CCCO2)c1 (stereo not given)
 : 0% | 0% | -8% | -11% | -15% | -8% | -19% | 3% | -0.9%
- Cc1cccc2sc(NC(=O)[C@H](C)N3C(=O)C4CC=CCC4C3=O)nc12 (stereo not given in full)
 : -3% | -20% | 4% | 0% | -1% | -10% | 9% | -6% | 2.0%
- COCCCNC(=O)c1ccc2nc3ccccc3c(=O)n2c1
 : -1% | 14% | -19% | 192%[activator] | 1% | 2% | -22% | 15% | 20%
- COc1cc(OC)cc(C(=O)Nc2ccc3nc4n(c(=O)c3c2)CCCC4)c1
 : 3% | 4% | -4% | 10% | 3% | -12% | 12% | 2% | 20%
- CCOC(=O)C1=CN(Cc2cccc(F)c2)S(=O)(=O)N(C)C1c1ccccc1 (stereo not given)
 : -3% | 2% | 7% | -6% | -12% | -21% | 19% | -2% | .
- COCCNC(=O)Cn1c(-c2cccs2)cc2cc(Cl)ccc21
 : -3% | -23% | -9% | 26% | -11% | -18% | 29% | 13% | 0.2%
- Nn1c(SCC(=O)N2CCc3ccccc3C2)nnc1-c1cccs1
 : 2% | -11% | -7% | -3% | 0% | -17% | 7% | -8% | 0.7%
- Cc1cc(C)c2c(CN3CCC(C)CC3)cc(=O)oc2c1C
 : 3% | ? | -5% | -4% | -5% | -11% | 11% | 1% | -4.2%

Taken from the listing for reference:
Every second line gives: Vif-APOBEC3G blk | ALOX12 inh | Vif-APOBEC3F blk | TrxR1 substrate | mIDH1 inhibitor | USP1-UAF1 inh | rTrxR1 inhibitor | RGS4 inh | RXFP1 agonist
- COCCNC(=O)Cn1c(-c2cccs2)cc2cc(Cl)ccc21
 : -3% | -23% | -9% | 26% | -11% | -18% | 29% | 13% | 0.2%
- Nn1c(SCC(=O)N2CCc3ccccc3C2)nnc1-c1cccs1
 : 2% | -11% | -7% | -3% | 0% | -17% | 7% | -8% | 0.7%
- Cc1cc(C)c2c(CN3CCC(C)CC3)cc(=O)oc2c1C
 : 3% | ? | -5% | -4% | -5% | -11% | 11% | 1% | -4.2%
